Assay outcomes (PubChem)
ARNT TACC3 PPI: disrupts binding between human ARNT and TACC3; inhibition, % at 9.99 µM; 390,000 tested, 0.66% active; Q9Y6A5; AlphaScreen His-ARNT PAS-B/GST-TACC3 binding, luminescence; TACC3 fragment carries E629A point mutation;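 active means mean inhibition of replicates at least 50% and at least half of replicates each reaching 50%; inconclusive means half or more replicates reach 50% but mean below 50%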;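 further: 0% = complete ARNT plus TACC3 wells and 100% = ARNT alone without TACC3; many hits fall short of the cut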
ERAP1 inh: ERAP1 (human) enzyme inhibition; recombinant ERAP1, Leu-AMC fluorescence, 60 min; AID 652197; inhibition, % at 10.7 µM; 340,000 tested, 0.15% active;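 active means mean replicate inhibition of at least 30%, or all replicates individually reaching that 30% level; inactive means mean below 30% and not every replicate reaching it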;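 further: 0% = neutral control wells and 100% = L-leucinethiol positive control wells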
esBAF inh: blocks esBAF chromatin remodeling in mouse ES cells; Bmi1-luciferase knock-in reporter, 24 h; 100% = twice the neutral-well signal; reporter increase, % at 12.5 µM; 350,000 tested, 2% active; in the data active means activation above about 40%; inconclusive means no clear call, values can overlap the other calls;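 further: 0% = median of the plate's neutral control wells and 100% = double that signal; a rise in the Bmi1 reporter signal indicates esBAF inhibition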
RAD52 inh: inhibitors of human RAD52 DNA annealing | P43351 | recombinant RAD52 DNA annealing, FRET fluorescence | inhibition, % at 18.7 µM | AID 651710 | 360,000 tested, 0.46% active;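 active means every replicate showing at least 50% inhibition; inconclusive means mean inhibition at least 50% but not in every replicate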
CFTR F508del cor: CFTR F508del correction in bronchial cells. CFBE cells, YFP halide quenching; stimulated with forskolin plus potentiator P3; % fluorescence drop versus neutral controls. activity (quench increase), % at 7.58 µM. 350,000 tested, 0.36% active;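 active means mean added fluorescence quench of at least 8% versus neutral control, with both replicates also reaching 8%; inconclusive means only one of the mean or replicate conditions met; inactive means mean below 8% and not both replicates reaching 8%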;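 further: cells transiently co-express mutant CFTR-F508del with the halide-sensitive YFP; corrector assay measuring rescue of mutant channel to the surface after 24 h compound exposure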
RAD54 branch: inhibitors of human RAD54 branch migration; 360,000 tested, 0.14% active; RAD54 Holliday junction branch migration, FAM/BHQ fluorescence; AID 602329; inhibition, % at 10.4 µM; Q92698;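 active means mean normalized replicate activity at least 40 and at least half of replicates scoring 40 or more; inconclusive means only one of the two criteria met; inactive means mean below 40 and under half of replicates reaching 40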;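 further: 0% = median of neutral control wells and 100% = median of positive control wells; inhibitors cause a drop in the FAM fluorescence signal; in these data hits start at about 50%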
Target sequence (Q92698 whole entry, looked up): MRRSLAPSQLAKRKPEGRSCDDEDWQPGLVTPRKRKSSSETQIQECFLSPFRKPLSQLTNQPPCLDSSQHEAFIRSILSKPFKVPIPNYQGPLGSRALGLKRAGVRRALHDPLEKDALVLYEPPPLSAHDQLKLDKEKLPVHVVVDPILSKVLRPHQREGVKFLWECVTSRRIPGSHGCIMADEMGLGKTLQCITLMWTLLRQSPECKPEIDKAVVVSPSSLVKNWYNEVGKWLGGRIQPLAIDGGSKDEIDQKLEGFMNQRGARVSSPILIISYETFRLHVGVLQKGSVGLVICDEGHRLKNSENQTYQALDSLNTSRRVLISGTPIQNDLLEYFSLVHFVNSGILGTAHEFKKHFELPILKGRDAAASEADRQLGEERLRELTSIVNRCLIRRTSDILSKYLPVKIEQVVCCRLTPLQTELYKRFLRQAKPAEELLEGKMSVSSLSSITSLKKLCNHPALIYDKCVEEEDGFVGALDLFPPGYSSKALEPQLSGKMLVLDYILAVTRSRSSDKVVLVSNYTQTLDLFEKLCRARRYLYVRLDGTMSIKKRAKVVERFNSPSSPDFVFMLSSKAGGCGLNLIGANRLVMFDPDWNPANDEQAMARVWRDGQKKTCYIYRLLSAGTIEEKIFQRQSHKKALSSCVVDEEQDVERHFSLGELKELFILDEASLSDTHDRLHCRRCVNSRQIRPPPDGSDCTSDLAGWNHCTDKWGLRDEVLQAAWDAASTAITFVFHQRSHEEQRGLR
Xi reactivation: activators of X-chromosome reactivation in mouse fibroblasts | XiGFP mouse fibroblasts, % GFP-positive cells imaging, 3 d; cells co-treated with 5-aza-dC sensitizer; scaled so ellipticine positive control = 100% | activation, % at 7.58 µM | 360,000 tested, 0.055% active | AID 743238;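 active means mean normalized replicate activation at least 10% and every replicate at or above 10%; inconclusive means only one of the two criteria met; inactive means mean below 10% and not all replicates reach 10%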;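 further: 0% = median of on-plate neutral control wells and 100% = ellipticine 6 µM median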
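Schedule: 3 d treatment, 15 min room-temperature fixation; system: 68-5-11 XiGFP fibroblast line; buffer or medium: DMEM plus 5-aza-dC sensitizer; control set: ellipticine 6 µM positive control; compound: one concentration, pinned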
GSIS activator: primary screen for activators of insulin secretion dependent on glucose, INS-1E cells, GLuc reporter luminescence; INS-1E GLuc reporter insulin secretion, 2-3 h; activation, % at 16.6 µM; 370,000 tested, 0.61% active;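 active means lowest replicate activation of at least 40%, so every replicate reaches that level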;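 further: 0% = median of neutral control wells and 100% = median of IBMX positive control wells; some compounds called inactive have numbers as strong as hits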
* marks the source's active call; other numbers are inactive results; i = inactive; ? = inconclusive; . = no result given; & = joins results of further samples. These rows are one share of the data, so the mix of outcomes need not match the whole.

molecule,ARNT TACC3 PPI,ERAP1 inh,esBAF inh,RAD52 inh,CFTR F508del cor,RAD54 branch,Xi reactivation,GSIS activator
Cc1ccc(OC(=O)N(C)C[C@H]2OCc3cnnn3CCCC(=O)N([C@H](C)CO)C[C@@H]2C)cc1,4&-6,-4&0&0,-4&-1&-13,-15&10&8,2.0&0.1&-1.0,1&-2&-14,0.0&-0.3,-1&-3
COC(=O)C1=C(c2ccc(F)cc2OCc2ccccc2)C[C@@H]2CC[C@H]1N2C(=O)NCCc1ccc(F)cc1,0,-3,6,4,1.6,-1,-0.1,.
Fc1ccccc1CNCCc1c[nH]c2ccccc12,7,1,-1,1,-1.2,4,0.3,3
Cc1ncoc1C(=O)NCC1=C(c2ccc(S(C)(=O)=O)cc2)C[C@@H]2CC[C@H]1N2Cc1ccco1,.,-1,0,-3,-4.1,-10,0.0,-2
CC(C)C/C(=N/O)c1cn(C)c2ccccc12,-1,-1,.,-8,-0.7,.,0.0,-16
O=C1NC2C(=CC(O)C(O)C2O)c2cc3c(cc21)OCO3 (centres undefined),5,0,.,-4,-2.1,.,0.5,-19
CCCC[N+]12CCC(CC1)C(C(O)(c1ccccc1)c1ccccc1)C2 (centres undefined),-5,.,0,-18,-1.8,.,0.2,-4
CC(Cc1ccccc1)NC(=O)/C=C/C(=O)O (centres undefined),.,-1,.,-7,-1.7,.,0.2,9
O=C1CN(O)C(c2ccccc2)=c2cc(Cl)ccc2=N1,-5,-2,-3,-13,-1.4,4,-0.1,2
C=CCn1c(O)c(C(C)=Nc2ccc(C(=O)O)cc2)c(=O)[nH]c1=O,-7,.,-2,-22,0.2,-3,0.2,10
O=C1NC(=O)N(c2ccccc2F)C(=O)/C1=C/c1ccc(Oc2ccc([N+](=O)[O-])cn2)cc1,-1,1,.,-31,-3.6,.,0.1,-18
Cc1ccsc1C(=O)C1CCCN(Cc2cccc(-n3cccn3)c2)C1 (centres undefined),4,0,-2,-30,0.6,-14,-0.3,-22
O=C1c2ccccc2-c2cccc3cccc1c23,0,-2,?,-29,-5.7,-2,0.1,.
O=C1c2ccccc2C2(c3ccc(Cl)cc3)NCCN12 (centres undefined),.,3,2,-1,.,-1,.,4
Cc1ccc2c(c1)C1CN(C)CCC1N2S(=O)(=O)c1ccccc1 (centres undefined),5,-2,0,0,0.7,-10,.,2

Some of the entries so far, with two lines to a compound:
Order of values – ARNT TACC3 PPI | ERAP1 inh | esBAF inh | RAD52 inh | CFTR F508del cor | RAD54 branch | Xi reactivation | GSIS activator
COC(=O)C1=C(c2ccc(F)cc2OCc2ccccc2)C[C@@H]2CC[C@H]1N2C(=O)NCCc1ccc(F)cc1
→ 0 | -3 | 6 | 4 | 1.6 | -1 | -0.1 | .
Fc1ccccc1CNCCc1c[nH]c2ccccc12
→ 7 | 1 | -1 | 1 | -1.2 | 4 | 0.3 | 3
Cc1ncoc1C(=O)NCC1=C(c2ccc(S(C)(=O)=O)cc2)C[C@@H]2CC[C@H]1N2Cc1ccco1
→ . | -1 | 0 | -3 | -4.1 | -10 | 0.0 | -2

Further records follow.
molecule,ARNT TACC3 PPI,ERAP1 inh,esBAF inh,RAD52 inh,CFTR F508del cor,RAD54 branch,Xi reactivation,GSIS activator
CC[C@]12C=CCN3CCC4(c5cc(Br)c(OC)cc5N(C)C4[C@@](O)(C(=O)OC)[C@@H]1OC(C)=O)C32 (some centres undefined),-2&-6,9,2,7,-1.3,-22,0.0,8
CCS(=O)(=O)Nc1cccc(C(=C2CCCCC2)c2cnc[nH]2)c1,6,-3,0,-10,0.0,6,0.0,.
Cc1cc(OC(C)C(=O)N[C@H](C(=O)O)c2ccccc2)c2c3c(c(=O)oc2c1)CCC3 (some centres undefined),-24,24,3,-8,-1.2,-17,.,4
O=C(COC(=O)c1ccccc1)Nc1ccc(Cl)cc1C(=O)c1ccccc1,.,.,-3,.,.,9,0.0,21
N[C@@H]1C[C@H]1c1ccccc1,-5,-3,6,-10,2.7,-2,-0.3,.
NCCc1ccc(O)cc1,0,1,-2,2,1.7,-8,-0.2,.
Cn1c(C(=O)N2CCC(C(=O)N3CCC4(CC3)OCCO4)CC2)cc2sccc21,-2,.,-3,.,.,0,.,0
COc1ccc(-c2ccc3c(c2)CN(c2cccc(Cl)c2)Cc2cnnn2-3)cc1,.,-8,15,-10,-11,-2,-0.1,-26
c1ccc2c(c1)OCC(C1=NCCN1)O2 (centres undefined),-7,-2,-7,-5,-4.2,13,0.1,12
c1ccc(-n2ccnc2)cc1,1,1,-1,-8,-2.4,17,0.0,.
CCc1ccc(CNCCc2ccccc2F)cc1,13,-1,2,-11,.,.,0.8,2
CC1([N+](=O)[O-])COP(=O)(NC2CC2)OC1 (centres undefined),-2,-1,.,-1,-0.6,.,0.0,-5
COP(=O)(NS(=O)(=O)c1ccccc1)OC,-3,2,.,-1,1.3,.,-0.2,26
O=C1NC(=O)N(Cc2ccc(F)cc2)C(=O)/C1=C\C=C\c1ccco1,-6,2,.,-151,1.9,-42,0.0,-20
COC(=O)[C@H]1[C@H](CO)[C@H]2Cn3c(ccc(-c4ccccc4F)c3=O)[C@@H]1N2,0,1,1,-83,.,-7,0.6,15
O=C(O)Cn1cc(/C=C2\C(=O)NC(=O)N(c3ccc(Cl)cc3)C2=O)c2ccccc21,1,3,-4,i,-2.7,-21,0.1,3
Cc1ccc(S(=O)(=O)N2Cc3cc(N4CCOCC4)ccc3-n3nncc3C2)cc1,.,6,-1,-6,-3.1,4,.,-2
O=C(CCCN1CCC(n2c(=O)[nH]c3ccccc32)CC1)c1ccc(F)cc1,0,-5,-5,-40,-13,6,0.3,.
Cc1cc(OC(=O)CCNC(=O)OC(C)(C)C)c2c3c(c(=O)oc2c1)CCC3,1,.,0,.,.,-15,.,-27
C=CCN1C(=O)NC(=O)/C(=C/C=C/c2ccccc2)C1=O,-1,4,7,-110,-4.4,-27,0.1,.
Cc1ccc(-n2c(C)nc3ccccc3c2=O)cc1C,.,-1,.,-14,-0.8,.,-0.1,9
CC=Cc1ccc2n(c1=O)C[C@@H]1[C@@H](CO)[C@H](C(=O)OC)[C@H]2N1S(=O)(=O)c1ccccc1C (mixture of isomers),-14,-1,1,56*,-1.5,-3,0.1,2
O=c1[nH]c2ccccc2n1C1CCN(C(CCc2ccccc2)c2nnnn2Cc2ccccc2)CC1 (centres undefined),.,1,-9,-22,3.3,-2,0.6,-15
COc1ccc(-c2cc(C(F)(F)F)n3nc(C(=O)N4CCC5(CC4)OCCO5)cc3n2)cc1OC,-6,.,1,.,.,-6,.,-8
CCC(=NCCc1c[nH]c2ccccc12)c1c(O)n(-c2ccc(C)cc2)c(=O)[nH]c1=O,-15,-6,.,-23,.,.,0.0,.
N#Cc1c(Br)n(C2OC(CO)C(O)C2O)c2ncnc(N)c12 (centres undefined),-8,1,.,-28,0.7,.,0.3,-4
CCC(C(=O)N1CCC2(CC1)OCCO2)n1c2ccccc2c2nc(=O)cc(C)n21 (centres undefined),15,2,0,-12,-3.9,2,0.0,-2
CCc1ccccc1N1C(=O)/C(=C/c2ccc(N3CCN(C)CC3)o2)C(=O)NC1=S,-5,-1,.,-455,.,.,0.2,3
C[C@]12CCC(=O)C[C@@H]1CC[C@@H]1[C@@H]2CC[C@]2(C)[C@@H](O)CC[C@@H]12,2,-7,1,-11,-2.6,-21,.,3
C/C=C/c1ccc([C@@H]2[C@@H](CO)N3CCCCN(C(=O)Cc4ccncc4)C[C@H]23)cc1,2,3,2,-13,3.1,-2,0.0,-2
COC(=O)[C@@H]1N=C(c2ccc(OC)cc2)O[C@]12C(=O)N(Cc1ccc(OC)cc1)c1ccccc12,.,.,.,-24,6.6,.,0.1,16
C=C1C(=O)OC2CC3(C)OC3CCC(C)=CC(OC(C)=O)C12 (centres undefined),-4,-4,.,-6,-0.7,.,-0.1,.
CCOC(=O)c1cccc(NC(=O)c2c(O)[nH]c(=O)[nH]c2=O)c1,2,.,-9,.,1.2,-3,0.1,7
CCCCOC(=O)c1ccccc1C(=O)OCCCC,-1,1,-4,-12,-1.8,-1,0.3,21
C[C@@H]1COc2cc(N3CCN(C)CC3)ccc2S(=O)(=O)N1,.,.,.,-12,-0.4,.,0.0,14
O=C(O)[C@H]1[C@H](CO)[C@H]2Cn3c(cccc3=O)[C@@H]1N2C(=O)c1ccccc1,-2,2,-2,3,.,0,0.3,0
Cc1oc(-c2ccccc2Cl)nc1CN1C(=O)CN=C(c2ccccc2)c2ccccc21,6,1,4,5,-0.5,4,0.0,.
Cc1sc2ccccc2c1CC1=NCCN1,-5,2,7,12,1.5,8,3.7,-2
CCCCc1ccc(C(=O)O)nc1,25,-2,2,-19,-2.3,-5,0.0,1
CN1OCC2Cn3c(nc4ccccc43)C21 (centres undefined),-12,-3,-9,0,0.8,1,-0.1,0
O=c1c2ccccc2nc(-c2cccs2)n1-c1cnccn1,-3,.,-1,.,.,7,.,3
CC(C)CN1Cc2ccccc2-n2nncc2C1,.,-1,-11,-5,2.0,1,0.2,20
Clc1cnc(Oc2ccc(Oc3ncc(Cl)cc3Cl)cc2)c(Cl)c1,2,11,2,-13,0.5,-3,.,-8

Compounds listed so far with fluorine:
molecule,ARNT TACC3 PPI,ERAP1 inh,esBAF inh,RAD52 inh,CFTR F508del cor,RAD54 branch,Xi reactivation,GSIS activator
COC(=O)C1=C(c2ccc(F)cc2OCc2ccccc2)C[C@@H]2CC[C@H]1N2C(=O)NCCc1ccc(F)cc1,0,-3,6,4,1.6,-1,-0.1,.
Fc1ccccc1CNCCc1c[nH]c2ccccc12,7,1,-1,1,-1.2,4,0.3,3
O=C1NC(=O)N(c2ccccc2F)C(=O)/C1=C/c1ccc(Oc2ccc([N+](=O)[O-])cn2)cc1,-1,1,.,-31,-3.6,.,0.1,-18
CCc1ccc(CNCCc2ccccc2F)cc1,13,-1,2,-11,.,.,0.8,2
O=C1NC(=O)N(Cc2ccc(F)cc2)C(=O)/C1=C\C=C\c1ccco1,-6,2,.,-151,1.9,-42,0.0,-20
COC(=O)[C@H]1[C@H](CO)[C@H]2Cn3c(ccc(-c4ccccc4F)c3=O)[C@@H]1N2,0,1,1,-83,.,-7,0.6,15
O=C(CCCN1CCC(n2c(=O)[nH]c3ccccc32)CC1)c1ccc(F)cc1,0,-5,-5,-40,-13,6,0.3,.
COc1ccc(-c2cc(C(F)(F)F)n3nc(C(=O)N4CCC5(CC4)OCCO5)cc3n2)cc1OC,-6,.,1,.,.,-6,.,-8
